# H69AR growth 86K: proliferation blockers of H69AR lung cancer cells, primary screen, cell-based, human, 86K library. H69AR lung tumor viability, ATP luminescence, 72 h; stronger effect = lower value. viability, % at 10 µM. 85,000 compounds, 6% hits;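 active means viability at or below 40%; inactive means viability above 40%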;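 further: multidrug resistant small cell line overexpressing MRP-1 efflux transporter; 100% = mean luminescence of untreated control wells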
# PostGolgi ctrl: growth inhibition of yeast control strain, primary screen, counter-screen for post-Golgi transport modulator project. efflux-deficient yeast background strain, growth absorbance A615, 16 h. inhibition, % at 10 µM. 98,000 compounds, 5% hits. AID 738, 2007
# S1P2 antag: human S1P2 receptor antagonists, primary screen, cell-based; Sphingosine 1-phosphate receptor 2 (Homo sapiens), O95136; cell-based S1P2 antagonist assay, inhibition at 5 uM; inhibition, % at 5 µM; 97,000 compounds, 0.21% hits; in the data active means inhibition above about 45%;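 further: CRE beta-lactamase reporter cells expressing human S1P2 stimulated with S1P; 0% = agonist at EC80 alone and 100% = agonist plus reference antagonist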
# Target sequence (O95136 whole entry, looked up): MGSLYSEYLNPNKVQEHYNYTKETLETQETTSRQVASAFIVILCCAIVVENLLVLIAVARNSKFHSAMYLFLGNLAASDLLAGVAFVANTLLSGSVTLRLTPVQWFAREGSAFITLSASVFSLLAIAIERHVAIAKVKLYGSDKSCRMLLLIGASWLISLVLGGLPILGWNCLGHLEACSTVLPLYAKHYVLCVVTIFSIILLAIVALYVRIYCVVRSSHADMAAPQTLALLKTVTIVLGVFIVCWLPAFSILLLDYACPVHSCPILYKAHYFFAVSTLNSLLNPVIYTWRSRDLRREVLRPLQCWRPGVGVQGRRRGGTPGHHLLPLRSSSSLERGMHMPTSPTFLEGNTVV
# DAT uptake mod: changed hDAT dopamine uptake under cocaine IC80, either direction, primary screen, cocaine antagonist project, cell-based, LLC-PK1 hDAT, [14C]-dopamine uptake, MLSMR; Sodium-dependent dopamine transporter (Homo sapiens), Q01959; LLC-PK1 hDAT cells, [14C]-dopamine uptake with cocaine IC80; actives deviate in either direction; B-score at 10 µM; 110,000 compounds, 1.3% hits; AID 449768, 2010;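 active means Z score or B-score, a plate-position-corrected score, falls beyond the plate's 99.7% confidence bounds, in either direction; inactive means both scores lie inside the 99.7% bounds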;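 further: scored against the spread of the other compound wells on the same plate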
# Target sequence (Q01959 whole entry, looked up): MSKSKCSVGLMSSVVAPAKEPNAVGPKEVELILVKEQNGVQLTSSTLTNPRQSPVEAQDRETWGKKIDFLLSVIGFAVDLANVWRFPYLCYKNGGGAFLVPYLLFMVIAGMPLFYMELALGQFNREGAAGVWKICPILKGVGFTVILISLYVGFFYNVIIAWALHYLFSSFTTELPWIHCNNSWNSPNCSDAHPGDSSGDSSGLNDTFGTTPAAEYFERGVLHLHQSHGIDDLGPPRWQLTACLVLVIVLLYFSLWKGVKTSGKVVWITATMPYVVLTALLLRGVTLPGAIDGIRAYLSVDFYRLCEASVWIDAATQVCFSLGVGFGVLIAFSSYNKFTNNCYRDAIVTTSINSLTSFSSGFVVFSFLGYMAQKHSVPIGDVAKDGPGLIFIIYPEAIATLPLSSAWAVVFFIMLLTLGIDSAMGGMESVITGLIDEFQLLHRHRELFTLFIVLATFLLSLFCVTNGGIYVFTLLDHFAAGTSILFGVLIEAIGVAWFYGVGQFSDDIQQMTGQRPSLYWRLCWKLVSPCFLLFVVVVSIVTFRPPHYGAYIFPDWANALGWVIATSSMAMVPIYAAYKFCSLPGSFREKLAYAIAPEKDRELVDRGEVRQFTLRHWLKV
# Fibroblast inh: antiproliferative effect on LL 47 fibroblasts – human, LL 47 cells, CellTiter-Glo luminescence, primary screen; LL 47 human lung fibroblast viability, ATP luminescence; stronger effect = lower value; viability, % at 10 µM; 85,000 compounds, 1.1% hits;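 active means viability at or below 50% in the single dose screen; inactive means viability above 50%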;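 further: compound exposure lasted 72 h before the ATP readout; 100% = median luminescence of untreated cell-only wells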
#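 Times – overnight cell rest, 72 h compound treatment at 37 °C · Test system – human lung fibroblast line LL 47, low passage · Amount – 1,150 cells in each well · Controls – cell-only wells, no compound · Doses – 0.1% DMSO in all compound wells · Measured by – CellTiter-Glo luminescence · Buffer or medium – IMEM plus 15% FBS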
# PostGolgi yeast: phenotypic screen on post-Golgi transport, primary screen; post-Golgi transport phenotypic cell assay; inhibition, % at 10 µM; 98,000 compounds, 0.9% hits;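 further: yeast cells grown in 1536-well plates; yeast grown about 18 h at 30C before absorbance read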
# S1P2 agonist: S1P2 receptor agonists, primary screen, cell-based | Sphingosine 1-phosphate receptor 2 (Homo sapiens), O95136 | 97,000 compounds, 0.46% hits | activation, % at 4.5 µM | S1P2-expressing cell line, agonist reporter read-out; in the data active means activation above about 16%;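 further: 0% = vehicle low control and 100% = maximal reference agonist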
# HUVEC prolif 384: inhibitors of HUVEC proliferation, primary screen, cell-based, 384-well | CellTiter-Glo luminescence, 72 h; stronger effect = lower value | viability, % at 10 µM (by protocol) | 86,000 compounds, 1.1% hits | AID 648, 2007;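 active means viability at or below 30%; inactive means viability above 30%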;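 further: 100% = median luminescence of DMSO-only cell control wells on each plate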
# Ecoli WT expand: growth inhibitors of wild-type E. coli, primary screen, strain BW25113, expanded library, OD600; AID 710, 2007; OD600 absorbance; growth inhibition, % at 100 µM; 98,000 compounds, 0.15% hits;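 active means growth inhibition above about 50% at one test dose, limit read from the data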;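 further: growth measured after 20 h incubation at 37 °C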
# * = called active by the depositor; . = no result given. Unless noted, no stated cut-off is given here; in the data, active means inhibition above about 30%; inactive means the rest. An unsorted share of the library; any-hit rate near 11%.
SMILES,H69AR growth 86K,PostGolgi ctrl,S1P2 antag,DAT uptake mod,Fibroblast inh,PostGolgi yeast,S1P2 agonist,HUVEC prolif 384,Ecoli WT expand
O=C(O)c1cnn(-c2ccccc2)c1-c1ccccc1,92,15,-23,-0.14,94,19,-1,103,3
Cc1noc(C)c1CSc1nnc(-c2cc(Cl)ccc2Cl)n1N,101,-2,0,-0.58,.,0,-4,94,-6
c1ccc(Cn2nnc3c(Nc4ccc5c(c4)OCO5)nc(C4CC4)nc32)cc1,.,10,.,1.9,.,1,.,.,-5
CCn1c(SCc2ccc(C)cc2)nnc1-c1cnccn1,88,-4,-1,0.33,97,6,-9,93,8
N=c1ccn(Cc2cccc(Cl)c2)cc1,76,-1,23,0.17,93,-8,-3,94,7
CCOc1ccc(N(CC(=O)NC(C)CC)S(C)(=O)=O)cc1 (configuration not stated),107,2,-14,-1.6,95,13,-5,93,-3
CCCc1cc(C(=O)Cc2nc3ccccc3s2)c(O)cc1O,64,14,30,1.7,89,8,-2,76,8
Cc1ccccc1N1CCN(C(=O)CN2C(=O)c3ccccc3C2=O)CC1,97,15,.,-0.12,97,-3,.,98,-5
COc1cccc(-c2nc3cc(C)ccc3o2)c1,81,-4,13,0.078,85,8,-5,94,-4
CC(C)Sc1nc(N2CCOCC2)c2c(c1C#N)CC(C)(C)SC2,84,26,.,-0.51,87,0,.,100,-23
COC(=O)Nc1ccc2c(c1)OCO2,97,.,0,0.28,111,.,-1,82,.
COc1cccc(N2CCN(C3CC(=O)N(c4ccc(F)c(Cl)c4)C3=O)CC2)c1 (configuration not stated),104,7,18,0.31,96,-1,-7,88,-1
O=C(CS(=O)CC(=O)N(CC(=O)NC1CCCC1)C1CCCC1)Nc1ccc(F)cc1 (configuration not stated),100,-1,20,-0.58,95,-2,-1,103,3
O=C(COC(=O)CCOc1ccccc1)NCc1ccco1,67,-3,3,.,90,3,-8,94,0
NC(=O)NC(Cc1ccccc1)C(=O)NCC1(N2CCCCC2)CCCCC1 (configuration not stated),92,17,4,-0.23,97,18,-6,94,2
O=C(Nc1ccc2c(c1)OCO2)C1CCN(S(=O)(=O)c2cccc3cccnc23)CC1,81,-9,10,-0.71,94,-7,-6,83,3
O=C(NCc1ccccc1C(F)(F)F)C12CN(Cc3ccccc3)CC1C(c1ccc([N+](=O)[O-])cc1)=NO2 (configuration not stated),.,-1,-3,-0.38,.,-10,-8,.,-2
S=c1[nH]c2ccc(Cl)cc2[nH]1,94,7,0,-0.016,95,4,0,88,18
CCC(C)NC(=O)c1c(F)c(F)c(F)c(F)c1F (configuration not stated),81,.,-9,0.31,90,.,-6,93,.
CCSc1nc2c(c(=O)n1CC)SC(C)C2 (configuration not stated),105,-3,.,0.084,95,-2,.,110,-1
COc1ccc(CNC(=O)c2cccc(N3CCCC3=O)c2)cc1,102,-7,1,-0.69,110,-2,-5,102,-7
CCn1c(=S)sc2c(=O)n(-c3ccccc3)c(SC)nc21,61,21,-8,0.7,102,6,-3,94,-6
COc1ccc(C(=O)CSc2nnc(Cn3cnc4ccccc43)o2)cc1,75,13,21,0.87,92,-5,-8,54,-1
COc1cccc(C(=O)N2CCCC(c3nc(-c4cccs4)no3)C2)c1 (configuration not stated),80,10,16,1.5,95,1,-4,86,3
Clc1ccc(-n2ncc3c(N4CCCCCC4)ncnc32)cc1,79,22,.,-0.046,103,-7,.,87,-7
COC(=O)COc1ccc(S(=O)(=O)Nc2ccc(C(N)=O)cc2)cc1C,90,2,-33,-0.77,101,4,-1,89,0
CC(C)(C)c1ccc(S(=O)(=O)NCCc2ccncc2)cc1,80,-5,15,0.62,95,-5,-3,101,0
CCOC(=O)c1c(C)[nH]c(C(=O)Cn2nnc(-c3ccc(Cl)cc3)n2)c1C,63,12,-6,0.9,86,-4,-2,70,-5
CCOc1ccc2[nH]c(=O)c(CN(CCO)Cc3nnnn3CCc3ccccc3)cc2c1,81,-4,23,0.22,96,3,-2,94,-2
CCOc1ccc(NC(=O)NCCCn2c(C)nc3cc(C)c(C)cc32)cc1,94,1,1,0.45,99,6,-4,97,10
Cc1ccc(N2CC(C(N)=O)CC2=O)cc1C (configuration not stated),84,6,-6,-0.14,94,3,-8,106,-6
O=C(NCCCn1ccnc1)NC(C(F)(F)F)C(F)(F)F,106,12,-6,0.82,99,0,-2,92,6
Cc1cc(C)n(-c2nc(-c3ccc(Cl)cc3)cs2)n1,88,-3,-27,1.1,87,6,-3,99,-9
CCCCCc1c(C)nc(N2CCc3ccccc32)[nH]c1=O,41,20,16,-0.073,91,0,-2,98,-9
COc1cc(CN(C)CC(=O)c2[nH]c(C)c(C(C)=O)c2C)ccc1OC(F)F,.,-1,19,1,.,19,-5,.,0
COc1cccc(CNC(=O)CSCc2cnn(-c3ccccc3)c2-n2cccc2)c1,78,23,-1,-0.097,103,-3,-5,102,-27
Cc1sc(NC(=S)NC(=O)c2cccs2)nc1-c1ccc(CC(C)C)cc1,.,-2,-6,0.31,.,-4,-1,.,-16
O=C(NC(N1CCCC1)C(Cl)(Cl)Cl)c1ccccc1 (configuration not stated),.,5,-9,0.2,.,5,-9,.,1
CCOC(=O)Cn1c(=O)oc2cc(S(=O)(=O)N3CCC(N4CCCCC4)CC3)ccc21,94,-5,-4,-0.19,93,0,-3,85,-2
Cc1ccc(C(=O)Nc2cc(C(F)(F)F)ccc2N2CCCCC2)cc1[N+](=O)[O-],.,7,9,-0.07,.,-5,-2,.,-10

# Brought forward from above: two entries, followed by the next part.
SMILES,H69AR growth 86K,PostGolgi ctrl,S1P2 antag,DAT uptake mod,Fibroblast inh,PostGolgi yeast,S1P2 agonist,HUVEC prolif 384,Ecoli WT expand
CCOC(=O)Cn1c(=O)oc2cc(S(=O)(=O)N3CCC(N4CCCCC4)CC3)ccc21,94,-5,-4,-0.19,93,0,-3,85,-2
Cc1ccc(C(=O)Nc2cc(C(F)(F)F)ccc2N2CCCCC2)cc1[N+](=O)[O-],.,7,9,-0.07,.,-5,-2,.,-10
Cc1ccc(NC2=NCC(=O)N2Cc2ccc3c(c2)OCO3)c(C)c1,90,4,.,-0.28,94,-3,.,92,5
O=C1c2ccccc2C(=O)N1CNc1ccccc1,85,7,5,0.082,96,-3,-8,96,4
Cc1cccc(NC(=O)c2cnc3sccn3c2=O)n1,93,.,-23,-2.2,95,.,-1,92,.
COc1cc(NC2c3ncccc3C(=O)N2Cc2ccco2)cc(OC)c1 (configuration not stated),.,12,11,0.099,.,0,-10,.,-4
CC(C)COC(=O)c1nnsc1NC(=O)Nc1ccccc1,65,12,0,-1,104,-2,2,85,-3
Clc1cccc(Cl)c1NC1=NCCC1,104,2,-13,.,108,19,-5,108,6
CNc1nn(-c2cccc(Cl)c2)nc1N,46,7,.,0.67,90,11,.,75,22
CC(=O)N(C(C)=O)c1cccc2c(N(C(C)=O)C(C)=O)cccc12,97,7,0,-1.3,101,8,-9,106,0
CC(=O)c1ccc2c(c1)Nc1ccccc1S2,.,-2,.,0.4,.,-1,.,.,-12
CN1CCN(c2ccc(NC(=O)Cc3ccccc3)cc2)CC1,95,5,-2,0.037,103,-2,-4,91,4
COc1ccc(NC(=O)Nc2cccs2)cc1OC,100,11,21,0.049,96,13,-4,82,-4
Cc1cccn2cc(CNC(=O)CC3CCCC3)nc12,.,6,-4,-0.44,.,24,-8,.,8
CCN(CC)C(=O)c1ccc(C(=O)c2c(C)cc(C)cc2C)cc1,82,7,11,0.41,101,-10,-8,100,-12
COc1ccc(S(=O)(=O)NC(CC(=O)N2CCc3ccccc32)c2ccco2)cc1 (configuration not stated),75,18,-3,0.47,90,-3,-3,96,-2
Cc1cc(N2CCN(c3ccccc3)CC2)nc(-n2nc(C)cc2C)n1,9.3*,9,-4,0.37,96,6,-4,108,5
Cn1cc(SCC(=O)N2CCCc3ccccc32)c2ccccc21,76,15,29,2.2,100,-1,-9,85,5
COCCn1c(SCC#N)nnc1-c1ccccc1O,.,10,.,-0.21,.,-4,.,.,4
COc1ccc(C)cc1NC(=O)C1CCN(S(=O)(=O)c2cccc3cccnc23)CC1,88,-8,18,0.39,94,-4,-4,102,4
CCOC(=O)C(Oc1ccc(=O)[nH]n1)C(C)=O (configuration not stated),94,0,12,0.44,94,6,-5,94,-3
C/C=C/Cn1c(SCc2ccccc2)nc2c1c(=O)[nH]c(=O)n2C,88,11,-7,-0.024,93,-2,-16,95,1

# Among those listed so far, these have a CF3 group:
SMILES,H69AR growth 86K,PostGolgi ctrl,S1P2 antag,DAT uptake mod,Fibroblast inh,PostGolgi yeast,S1P2 agonist,HUVEC prolif 384,Ecoli WT expand
O=C(NCc1ccccc1C(F)(F)F)C12CN(Cc3ccccc3)CC1C(c1ccc([N+](=O)[O-])cc1)=NO2 (configuration not stated),.,-1,-3,-0.38,.,-10,-8,.,-2
O=C(NCCCn1ccnc1)NC(C(F)(F)F)C(F)(F)F,106,12,-6,0.82,99,0,-2,92,6
Cc1ccc(C(=O)Nc2cc(C(F)(F)F)ccc2N2CCCCC2)cc1[N+](=O)[O-],.,7,9,-0.07,.,-5,-2,.,-10

# (cont.)
SMILES,H69AR growth 86K,PostGolgi ctrl,S1P2 antag,DAT uptake mod,Fibroblast inh,PostGolgi yeast,S1P2 agonist,HUVEC prolif 384,Ecoli WT expand
N#Cc1c(N2CCN(C(=O)c3ccco3)CC2)nc(-c2ccccc2)c2c1CCCC2,42,23,12,0.38,91,52*,-9,63,-7
COC(=O)c1ccc(CSc2nc3c(cnn3-c3ccccc3)c(=O)[nH]2)o1,86,1,-21,-2.2,99,-4,-4,86,-12
CN(Cc1nc(-c2ccccn2)no1)S(=O)(=O)c1ccc(Br)cc1,95,10,13,-0.24,102,-7,-11,103,-5
O=CN(/C=C1\Sc2ccccc2C1=O)Cc1ccccc1,71,-1,-12,0.026,96,-2,-4,78,3
Cc1cc2c(cc(C(=O)NCCCN3CCOCC3)n2Cc2ccc(Cl)cc2)o1,83,15,.,1.6,86,-4,.,79,-11
CCC(c1nnnn1CCOC)N1CCN(c2cccc(C(F)(F)F)c2)CC1 (configuration not stated),.,11,-7,0.47,.,5,-4,.,5
CC(OC(=O)CCCOc1ccccc1)C(=O)NC(N)=O (configuration not stated),.,6,-5,0.66,.,-13,-4,.,-4
CCOc1ccccc1-c1nnc(SCC(=O)Nc2ccccc2)o1,87,43*,-1,0.021,95,-6,-6,98,-6
[O-][n+]1onc2c1C(N1CCOCC1)CCC2N1CCOCC1 (configuration not stated),.,3,18,-0.43,102,-10,-4,94,-10
COc1ccc(C(=O)NCC2OCCc3ccccc32)c(O)c1 (configuration not stated),89,6,-11,0.94,100,0,-2,105,0
COc1cc(C)c(S(=O)(=O)N2CCOCC2)cc1C,95,.,-2,0.56,92,.,-4,86,.
O=C(O)CCC(=O)NC1CCCCCCC1,92,10,-5,-1.1,97,9,-4,97,-3
CCOC(=O)C1CCCCN1Cc1ccc(F)c(Br)c1 (configuration not stated),.,0,-16,-0.15,.,26,-5,.,6
